FLuc modulator – qHTS profiling assay for firefly luciferase inhibitor/activator using purifed enzyme and Km concentrations of substrates (counterscreen for miR-21 project). AID 588342, 2011. Potency, µM (titrated, usually from 57.5 µM), inactives show at the top dose activity change, negative = inhibition, most hits filed as inhibitors. Luciferin 4-monooxygenase (Photinus pyralis), P08659. hit rate 6.9% among 360,000. purified FLuc, Km substrates, luminescence inhibition;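 note: potency is the fitted concentration of half-maximal effect; plate controls were vehicle for no effect and reference inhibitor for full effect; nearly all actives have a fitted effect of over 55% in size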
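Purified P. pyralis luciferase, 10 nM final, with Km-level 10 uM D-luciferin and 10 uM ATP in 50 mM Tris acetate pH 7.5, 10 mM Mg acetate, 0.01% Tween-20, 0.05% BSA; 6-point qHTS titration about 60 µM downward; luminescence read.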
Menin MLL FP TR – qHTS Assay for Inhibitors Targeting the Menin-MLL Interaction in MLL Related Leukemias: Competition With Texas Red Labeled MLL-derived Mutant Peptide. hit rate 0.23% among 270,000. Potency, µM (doses to about 61.6 µM), without a hit: at the top dose FP activity change, negative = inhibition, most hits filed as inhibitors. Menin + Texas Red MLL mutant peptide, fluorescence polarization; active = well fitted inhibition curve with a large enough effect in the polarisation, with a control signal flat, not every such curve was filed as active; inconclusive = small, poorly fitted or top-dose-only effect, or effect the other way, or a change in a side signal; inactive = no such curve, though single readings can be large or run the other way; the % refers to the polarisation; note: potency is the fitted concentration of half-maximal effect; % of control where 0% means no effect; many of its hits are not listed in these tables
Giardia kill – Small Molecules that selectively kill Giardia lamblia: qHTS | activity change, % at 7.66 µM, hits read low | hit rate 0.15% among 340,000 | Giardia lamblia trophozoite viability | AID 540267, 2011; in the data active = activity change below about -80%; inconclusive = between about -30% and that limit;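 note: parasites exposed to compound for two days anaerobically before the ATP read; % is set by controls: 0 for no effect and ±100 for the full control effect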
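Giardia trophozoites, 100 cells per well, were exposed to compounds for 48 hrs at 37 deg C under anaerobic conditions; viability was then read as ATP content by bioluminescence after 15-30 min at room temperature.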
p53 reactivator – qHTS assay for re-activators of p53 using a Luc reporter; Potency, µM (series often up to 92.2 µM), inactives show at the top dose activity change, positive = activation, most hits filed as activators; hit rate 0.063% among 320,000; AID 504706, 2011; H1299 p53-A138V BP100-luciferase reporter, luminescence, 24 h; note: potency is the fitted concentration of half-maximal effect; % of control where 0% means no effect; nearly all actives have a fitted effect of over 45% in size
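p53-null H1299 cells stably carrying temperature-sensitive p53-A138V and a BP100-luciferase reporter were pinned with compounds (4-point, 1:5 series) and held 24 hrs at 37 deg C. Luminescence was read 10 min after detection reagent.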
PKM2 act – qHTS Assay for Activators of Human Muscle isoform 2 Pyruvate Kinase; Pyruvate kinase PKM (Homo sapiens), P14618; purified PKM2, Kinase-Glo ATP luminescence, activation; response scale: 0% is enzyme alone, no compound; Potency, µM (doses to about 57.5 µM), inactives show at the highest dose activation, most hits filed as activators; hit rate 0.34% among 260,000; AID 1631, 2009; note: potency is the fitted concentration of half-maximal effect; % is set by controls: 0 for no effect and ±100 for the full control effect; nearly all actives have a fitted effect of over 55% in size
Target sequence (P14618 whole entry, looked up, canonical isoform): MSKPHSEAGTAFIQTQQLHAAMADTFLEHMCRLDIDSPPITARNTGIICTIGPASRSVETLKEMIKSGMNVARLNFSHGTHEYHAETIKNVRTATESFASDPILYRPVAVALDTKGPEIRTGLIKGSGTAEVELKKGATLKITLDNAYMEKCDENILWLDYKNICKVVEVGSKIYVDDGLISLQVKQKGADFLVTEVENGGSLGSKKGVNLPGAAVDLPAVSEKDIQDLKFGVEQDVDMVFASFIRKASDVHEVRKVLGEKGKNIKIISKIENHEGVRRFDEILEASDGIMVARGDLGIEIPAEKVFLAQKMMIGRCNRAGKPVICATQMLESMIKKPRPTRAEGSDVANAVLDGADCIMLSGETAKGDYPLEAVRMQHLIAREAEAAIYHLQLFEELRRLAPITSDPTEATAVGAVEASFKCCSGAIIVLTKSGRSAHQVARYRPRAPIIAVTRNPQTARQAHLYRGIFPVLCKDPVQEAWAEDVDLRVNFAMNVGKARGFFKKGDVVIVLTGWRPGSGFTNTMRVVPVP
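hPK-M2, >95% pure; 0.1 mM ADP / 0.5 mM PEP final; imidazole pH7.2 buffer w/ 7 mM MgCl2, 50 mM KCl; 1 h RT; Kinase-Glo lum. Intermediate enzyme activity for dual inhibitor/activator qHTS.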
NPC1 prom act – qHTS Assay for NPC1 Promoter Activators; hit rate 2.4% among 320,000; Huh7 NPC1 promoter luciferase reporter, 24 h; Potency, µM (doses to about 9.22 µM), without a hit: top-dose activation, most hits filed as activators; AID 485313, 2010;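 note: potency is the fitted concentration of half-maximal effect; % of control where 0% means no effect; nearly all actives have a fitted effect of over 60% in size; reporter is driven by a mutant NPC1 promoter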
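Compounds in DMSO were transferred onto Huh7 NPC1-luciferase reporter cells pre-incubated 2 h; after 24 h at 37 °C, Amplite reagent was dispensed and luminescence recorded 10 min later.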
BRCA1 expr up – qHTS Assay to Identify Small Molecule Activators of BRCA1 Expression | MCF7-BRCA1-FFLuc reporter, luminescence, 48 h; response scale: scaled: vehicle 0%, 10 µM genistein 100% | Potency, µM (doses to about 46.1 µM), for inactives: at the highest dose activation, usual class: activators | hit rate 1.1% among 380,000 | AID 624202, 2012; note: potency is the fitted concentration of half-maximal effect; nearly all actives have a fitted effect of over 80% in size; some results filed as inactive show a strong effect at the top dose
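Using MCF7 cells harboring a BRCA1 firefly luciferase reporter, plated 2 h before compound pinning, the screen measured luminescence after 48 h incubation. Responses were normalized to DMSO and 10 microM genistein, then fitted for concentration-effect.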
RORgamma inh – qHTS for inhibitors of ROR gamma transcriptional activity; Nuclear receptor ROR-gamma (Mus musculus), P51450; Drosophila S2 Gal4-RORgamma UAS-luciferase reporter, 20 h; Potency, µM (doses to about 53.6 µM), inactives show at the highest dose activity change, negative = inhibition, hits mostly inhibitors; hit rate 5.4% among 310,000; note: potency is the fitted concentration of half-maximal effect; % is set by controls: 0 for no effect and ±100 for the full control effect; nearly all actives have a fitted effect of over 60% in size
Target sequence (P51450 whole entry, looked up, the tested form may be a part): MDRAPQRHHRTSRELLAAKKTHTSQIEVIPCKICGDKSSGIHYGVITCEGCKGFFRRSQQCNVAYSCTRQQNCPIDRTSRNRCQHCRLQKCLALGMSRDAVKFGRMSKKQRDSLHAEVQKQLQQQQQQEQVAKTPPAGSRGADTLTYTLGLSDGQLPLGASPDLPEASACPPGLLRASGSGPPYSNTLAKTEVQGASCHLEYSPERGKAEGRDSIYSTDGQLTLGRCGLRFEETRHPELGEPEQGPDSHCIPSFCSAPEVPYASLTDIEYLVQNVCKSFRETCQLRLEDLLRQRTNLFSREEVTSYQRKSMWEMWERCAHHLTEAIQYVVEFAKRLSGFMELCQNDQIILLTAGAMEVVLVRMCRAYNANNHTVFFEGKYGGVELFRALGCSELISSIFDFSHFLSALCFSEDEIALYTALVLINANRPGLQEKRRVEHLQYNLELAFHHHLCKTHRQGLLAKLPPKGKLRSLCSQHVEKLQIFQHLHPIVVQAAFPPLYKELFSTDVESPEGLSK
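Stable Schneider cell line, Gal4 DNA-binding domain fused to ROR gamma, UAS-luciferase. Cmpd 1 hr RT → CuSO4 700 uM final → 20 hr RT → luciferase reagent 10 min → luminescence.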
ELG1 genotox – qHTS screen for small molecules that induce genotoxicity in human embryonic kidney (HEK293T) cells expressing luciferase-tagged ELG1. hit rate 1.3% among 330,000. AID 504466, 2011. Potency, µM (doses to about 46 µM), without a hit: at the top dose activity change, positive = activation, most hits filed as activators. HEK293T ELG1-luciferase reporter, luminescence, 16 h; note: potency is the fitted concentration of half-maximal effect; % of control where 0% means no effect; nearly all actives have a fitted effect of over 60% in size
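HEK293T cells expressing luciferase-tagged ELG1 were exposed to compound or DMSO vehicle for 16 hr at 37 °C and 5% CO2. Luciferase activity was then measured with ONE-Glo after 30 min at room temperature.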
VP16 counter – VP16 counterscreen qHTS for inhibitors of ROR gamma transcriptional activity; Potency, µM (doses to about 53.6 µM), for the others: at the highest dose activity, negative = inhibition, hits mostly inhibitors; hit rate 3.5% among 310,000; Drosophila S2 Gal4-VP16 UAS-luciferase, luminescence, 20 h;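 note: Gal4-VP16 expression switched on by copper sulfate through the metallothionein promoter; potency is the fitted concentration of half-maximal effect; % is set by controls: 0 for no effect and ±100 for the full control effect; nearly all actives have a fitted effect of over 50% in size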
Rab9 promoter act – qHTS Assay for Rab9 Promoter Activators; hit rate 2.8% among 320,000; Potency, µM (highest dose often 9.22 µM), for the others: at the top dose activation, negative = inhibition, most hits filed as activators; Huh7 Rab9 promoter-luciferase reporter, luminescence, 24 h; AID 485297, 2010; note: potency is the fitted concentration of half-maximal effect; % of control where 0% means no effect; nearly all actives have a fitted effect of over 60% in size
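Luminescence read-out: Huh7 cells stably expressing Rab9-luciferase, treated 24 h with compound at 37 °C, then lysed with luciferase reagent for 10 min at ambient before reading.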
An asterisk follows results filed as active; ? = inconclusive; . = no result given; [ ] = remark or other dose. Unless noted, calls come from the whole dose curve; as a rule, active = well fitted curve in the direction sought with a large enough effect; inconclusive = small, poorly fitted or top-dose-only effect, or another doubt; inactive = no such curve, though single readings can be large; an effect the other way counts as inactive or inconclusive. An excerpt; the hit share may differ from the screen's.

SMILES | FLuc modulator | Menin MLL FP TR | Giardia kill | p53 reactivator | PKM2 act | NPC1 prom act | BRCA1 expr up | RORgamma inh | ELG1 genotox | VP16 counter | Rab9 promoter act
COc1ccc(N(CC(=O)NCC2CCCO2)C(=O)CCC(=O)Nc2cc(C)on2)cc1OC (centres undefined) | 1% | -5% | -19 | 4% | . | -4% | -1% | -33% | -1% | 1% | -3%
Cc1cc(OCC(=O)N(C)Cc2ccccc2)cc(C)c1Cl | 1% | ? | -10 | . | -5%[11.5 µM] | 4% | -1% | 17% | 2% | -11% | -2%
CCOC(=O)CSc1nnc(NC(=O)c2cccc(S(=O)(=O)N3CCCC3)c2)s1 | 24µM* | 17% | -8 | -10% | 0% | -5% | 0% | 2% | -2% | 0% | -1%
Cc1ccc(C)c(NC(=S)NCCc2c[nH]c3ccccc23)c1 | 7% | . | -2 | -3% | 8% | -4% | -31% | 1.3µM* | -5% | 11µM* | -1%
Cc1ccc(-c2nc3ccccc3o2)cc1NC(=S)NC(=O)/C=C/c1ccco1 | ? | ? | 15 | 7% | 8% | -17% | -53% | 2µM* | 4% | ? | -1%
O=C(O)c1sccc1SCc1ccc(Cl)c(Cl)c1 | -14% | . | -3 | 3% | 0% | 0% | 11% | 11% | 0% | ? | 4%
CCOc1ccc(CN2C(=O)CC(=O)N(S(=O)(=O)c3ccc(OCC)cc3)C2=O)cc1 | -1% | . | -20 | 7% | 0% | 2% | 0% | -2% | 1% | -1% | 1%
O=C(NCCOc1ccccc1)c1ccccc1NC(=O)C1CCCO1 (centres undefined) | ? | -22% | -1 | 18% | -3% | 4µM* | ? | -33% | 9% | -27% | 2.2µM*
CCCNc1ncnc2sc(C)c(C)c12 | -1% | 35%[activator] | 4 | -14% | -2% | -6% | -19% | 0% | 2% | -10% | -1%
CCC/C(O)=C1\C(=O)CCCC1=NCCc1c(C)[nH]c2ccc(OC)cc12 | -4% | 0% | 20 | -5% | -17% | -2% | 0% | -5% | -10% | 1% | 1%
CCOC(=O)c1c(NC(=S)Nc2ccccc2)sc2c1CCN(C)C2 | 1% | -15% | 13 | -1% | 0% | 0% | -11% | -15% | 1% | -15% | -3%
COc1ccc(NC(=O)CSc2cc(C)ccc2C)cn1 | 2% | 0% | 8 | -4% | 4% | 0% | 35% | ? | -1% | 6% | 2%
Cc1nc([N+](=O)[O-])cn1CC(=O)Nc1ccc(F)c(Cl)c1 | -1% | 3% | -16 | . | -5% | -4% | 16% | -12% | -4% | -20% | -1%
CCCCOc1ccc(C(=O)NCC(=O)NC2CCCCC2)cc1 | 3% | . | -6 | -1% | . | -3% | -6% | . | 3% | . | 2%
C=C(C)CSc1nnc(CCCCCNC(=O)OC(C)(C)C)o1 | -19% | . | -21 | 6% | 3% | 0% | 18% | 26% | -4% | -5% | 1%
COc1cc(CCC(=O)N2CCN(S(=O)(=O)c3ccc(C)cc3)CC2)cc(OC)c1OC | . | . | 33[activator] | 4% | . | 5% | -7% | . | 1% | . | -12%
CCOc1ccc(C(C(=O)NC2CCCC2)N(CCOC)C(=O)CNC(=O)c2ccco2)cc1 (centres undefined) | 1% | -4% | 11 | 0% | -7% | -6% | -1% | -39% | 3% | 6% | 3%
CCN(CC)S(=O)(=O)c1ccc2c(c1)nc(SCC(N)=O)n2-c1ccc(OC)cc1 | 5% | -6% | 3 | -2% | 3% | 0% | -31% | 1% | 5% | 15% | 2%
O=C(c1cc2ccccc2o1)N1CCN(c2ccccc2Cl)CC1 | -6% | ? | 14 | -1% | -6% | 0% | 0% | -2% | -11% | -8% | 12%
CCc1ccc(C2=NN(CCC(=O)NC3CCCCCC3)C(=O)CC2)cc1 | 5% | . | -20 | 5% | . | 1% | -60% | 3% | 0% | ? | 3%
CCC(=O)Nc1ccc(N2CCN(S(C)(=O)=O)CC2)cc1 | -10% | 6% | -14 | 3% | -4% | 2% | 1% | 22% | 2% | -3% | -3%
CC(=O)NNC(=O)c1cc2c3ccccc3n(C)c2s1 | -7% | 12% | 4 | -4% | 1% | -6% | 1% | -2% | 2% | 5% | 2%
O=C(COc1ccccc1)N(Cc1ccccc1)c1nc(-c2ccccc2)cs1 | 0% | ? | 24 | -24% | -6% | -3% | 4% | -34% | 2% | -6% | -4%
COc1cccc(NC(=S)NNC(=O)Cn2nc([N+](=O)[O-])cc2C)c1 | -13% | 6% | 1 | 14% | 1% | -7% | 1% | -26% | 3% | -1%[10 µM] | -7%
O=C(C1=C(O)C(=O)N(c2ncccn2)C1c1ccc(Cl)cc1)c1ccco1 (centres undefined) | -10% | 22% | -12 | 7% | -8% | 3% | -10% | 1% | -3% | ? | 4%

The list goes on.
SMILES | FLuc modulator | Menin MLL FP TR | Giardia kill | p53 reactivator | PKM2 act | NPC1 prom act | BRCA1 expr up | RORgamma inh | ELG1 genotox | VP16 counter | Rab9 promoter act
COCC(=O)NCc1ccc2c(c1)OCO2 | 3% | 3% | 11 | -3% | -7% | -3% | -9% | 0% | 3% | -2% | -1%
CCCCCCCCn1cc(C(C)=O)c(=O)[nH]c1=O | 1% | ? | -3 | -1% | 2% | -1% | 18% | 10% | -1% | 7% | 5%
CC1=NOC(=O)/C1=C/c1ccc(-c2ccc(Cl)cc2)o1 | 8.5µM* | ? | . | -13% | 13% | -3% | . | ? | -13% | ? | -4%
CNc1ccc(NC(C)=O)cc1[N+](=O)[O-] | -2% | -7% | -8 | -10% | -2% | -3% | 1% | -16% | 5% | -3% | 2%
COc1cc(CN2CC(=O)N(c3ccc(C)c(C)c3)C2=S)cc(OC)c1OC | -1% | 12% | 3 | 4% | -3% | -1% | -26% | -4% | 0% | 3% | -4%
CC(=O)NC(CC(=O)c1ccc([N+](=O)[O-])cc1)C(Cl)(Cl)Cl (centres undefined) | -2% | -10% | -14 | 13% | -5% | -8% | -5% | -20% | 3% | 4% | -4%
CN(CCc1ccccn1)C(=O)CC1C(=O)NCCN1Cc1ccccc1C(F)(F)F (centres undefined) | 0% | 0% | 12 | -4% | -11% | -1% | -6% | -11% | 0% | 9% | -4%
O=C(NCCNC(=O)c1cc(Cl)ccc1Cl)c1ccco1 | 1% | -11% | -2 | 1% | 2% | -5% | 0% | 3% | -5% | -15% | 0%
COC(=O)c1cc(OC)c(OC)cc1NC(=O)c1c(-c2ccccc2Cl)noc1C | 3% | 1% | -14 | 4% | 3% | -2% | -73% | 8% | -28% | 1% | 7%
COc1cc(OC)c(-c2sc(Nc3ccccc3)n[n+]2-c2ccc(F)cc2)cc1OC | 3% | -24% | 12 | 3% | 0% | -5% | 16% | -3% | -9% | -2% | 5%
CCC1(CC)NC(=O)N(CC(=O)OC(C)C(=O)Nc2cc([N+](=O)[O-])ccc2OC)C1=O (centres undefined) | 1% | -6% | 12 | -18% | 4% | 7% | -7% | 8% | 2% | -10% | 1%

An excerpt from above in order of length of the SMILES, descending:
SMILES | FLuc modulator | Menin MLL FP TR | Giardia kill | p53 reactivator | PKM2 act | NPC1 prom act | BRCA1 expr up | RORgamma inh | ELG1 genotox | VP16 counter | Rab9 promoter act
CC(=O)NC(CC(=O)c1ccc([N+](=O)[O-])cc1)C(Cl)(Cl)Cl (centres undefined) | -2% | -10% | -14 | 13% | -5% | -8% | -5% | -20% | 3% | 4% | -4%
COc1cc(CN2CC(=O)N(c3ccc(C)c(C)c3)C2=S)cc(OC)c1OC | -1% | 12% | 3 | 4% | -3% | -1% | -26% | -4% | 0% | 3% | -4%
CC1=NOC(=O)/C1=C/c1ccc(-c2ccc(Cl)cc2)o1 | 8.5µM* | ? | . | -13% | 13% | -3% | . | ? | -13% | ? | -4%
CNc1ccc(NC(C)=O)cc1[N+](=O)[O-] | -2% | -7% | -8 | -10% | -2% | -3% | 1% | -16% | 5% | -3% | 2%

Compound activity from PubChem.
